Bioassay records (PubChem BioAssay)
CendR NRP1 mod: modulators of CendR peptide binding to NRP-1, primary screen, biochemical, fluorescence polarization, uHTS. Neuropilin-1 (Homo sapiens), O14786. FAM-RPARPAR peptide binding to NRP-1. inhibition, % at 25 µM. 360,000 tested, 0.85% active;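 active = inhibition or corrected inhibition above about 18%, plus a signal ratio from 0.5 to 1.5, limit read from the data, passing the limit was not always enough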; also: strong numbers were not always called active
Target sequence (O14786 whole entry, looked up): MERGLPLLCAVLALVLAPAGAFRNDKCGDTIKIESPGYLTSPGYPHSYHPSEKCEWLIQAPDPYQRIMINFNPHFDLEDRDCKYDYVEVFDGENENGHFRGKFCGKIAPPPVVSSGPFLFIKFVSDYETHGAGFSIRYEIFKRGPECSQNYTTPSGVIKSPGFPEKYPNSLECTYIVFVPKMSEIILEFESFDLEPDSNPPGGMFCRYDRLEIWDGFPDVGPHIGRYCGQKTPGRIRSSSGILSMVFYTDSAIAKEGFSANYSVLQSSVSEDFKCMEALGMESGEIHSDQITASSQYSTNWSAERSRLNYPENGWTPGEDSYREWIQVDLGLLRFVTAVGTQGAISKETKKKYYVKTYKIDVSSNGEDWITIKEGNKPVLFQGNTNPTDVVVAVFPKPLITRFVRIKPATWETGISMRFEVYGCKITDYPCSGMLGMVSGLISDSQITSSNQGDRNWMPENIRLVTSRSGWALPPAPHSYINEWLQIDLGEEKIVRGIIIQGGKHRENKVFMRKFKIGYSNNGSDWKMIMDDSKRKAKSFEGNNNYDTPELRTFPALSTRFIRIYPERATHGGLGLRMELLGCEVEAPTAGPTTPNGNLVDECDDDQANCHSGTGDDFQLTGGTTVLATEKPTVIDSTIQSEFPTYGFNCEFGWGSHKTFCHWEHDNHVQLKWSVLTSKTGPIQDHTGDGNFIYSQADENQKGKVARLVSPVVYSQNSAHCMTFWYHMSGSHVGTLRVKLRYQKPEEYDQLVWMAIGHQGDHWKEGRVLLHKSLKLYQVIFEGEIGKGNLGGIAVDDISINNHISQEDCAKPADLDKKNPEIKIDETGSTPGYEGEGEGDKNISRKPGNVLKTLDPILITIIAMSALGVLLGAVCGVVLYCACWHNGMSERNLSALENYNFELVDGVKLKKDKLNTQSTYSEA
Rin1 Abl inh: inhibitors of Rin1-Abl protein binding, primary screen, biochemical, TR-FRET; 360,000 tested, 0.4% active; AID 588664, 2011; Tyrosine-protein kinase ABL1 (Homo sapiens) + Ras and Rab interactor 1 (Homo sapiens), …; inhibition, % at 7.35 µM; in the data active = inhibition above about 5%, passing the limit was not always enough
MsrA act: bovine MsrA enzyme activators, primary screen, biochemical, absorbance, HTS | purified bovine MsrA, absorbance read-out | Methionine sulfoxide reductase A (Bos taurus) | activation, % at 10.6 µM | 360,000 tested, 0.3% active; in the data active = activation above about 7.5%;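 also: 0% = vehicle and 100% = reference activator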
E coli Lon inh: inhibitors of E. coli Lon protease, primary screen, biochemical, fluorescence polarization | P0A9M0 | purified E. coli Lon protease | inhibition, % at 7.94 µM | 360,000 tested, 0.42% active; in the data active = inhibition above about 13%, passing the limit was not always enough;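 also: 0% = enzyme with probe and DMSO and 100% = no enzyme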
Neddyl block: inhibitors of cullin neddylation, primary screen, biochemical, TR-FRET, uHTS, NAE and Ubc12; calls only at 25 µM; 360,000 tested, 0.58% active; AID 651699, 2012; in the data active = inhibition above about 36%
MT1-MMP act inh: blockers of MT1-MMP proenzyme processing, primary screen, HT1080 RFP-PRO-GFP cells, GFP/RFP fluorescence; 360,000 tested, 0.061% active; GFP/RFP ratio change, % at 20 µM; GFP/RFP ratio fluorescence, overnight; percent of plate control window, DMSO zero; Matrix metalloproteinase-14 (Homo sapiens), P50281;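 active = GFP/RFP ratio change of at least 30% with cell ATP level not reduced by more than half and red fluorescence within 50% of control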; also: strong numbers were not always called active
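Assay system: HT1080 cells carrying an RFP-PRO-GFP reporter | Dosing: Single dose of 20 µM compound, 1% DMSO final | Incubation: Cells overnight before dosing, compound overnight, 37 °C, 5% CO2 | Evaluation: GFP/RFP fluorescence ratio | Control set: DMSO and RFP-L50D-GFP cell wells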
SKN-1 block: suppressors of acrylamide-induced Pgst-4::GFP reporter in worms, primary screen, SKN-1 inhibitor project, whole organism, uHTS, GFP/RFP fluorescence ratio, strain VP596; inhibition, % at 21.8 µM; 360,000 tested, 0.49% active; C. elegans VP596 Pgst-4::GFP/RFP ratio, 24 h;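 active = interference check ratio from 0.5 to 1.5 plus GFP to RFP signal ratio inhibition reaching or exceeding a fixed threshold, cut at about 30% in these data, passing the limit was not always enough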; also: some compounds called inactive have numbers as strong as hits
FAS TE block: FAS thioesterase domain inhibitors, primary screen, biochemical, fluorescence intensity, uHTS; Fatty acid synthase (Homo sapiens), P49327; recombinant FAS-TE, OMFH fluorogenic substrate, fluorescence endpoint; inhibition, % at 15 µM; 360,000 tested, 0.67% active; AID 602261, 2012;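 active = compounds whose normalised, plate-corrected inhibition of enzyme fluorescence in the single-dose primary screen is 50% or more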;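 also: 0% = DMSO with enzyme and 100% = substrate without enzyme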
MsrA inhibitor: bovine MsrA enzyme inhibitors, primary screen, biochemical, absorbance, HTS | inhibition, % at 15.5 µM | purified bovine MsrA, absorbance read-out | 360,000 tested, 0.75% active | Methionine sulfoxide reductase A (Bos taurus); in the data active = inhibition above about 4.5%;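 also: 0% = vehicle wells with enzyme and 100% = reference inhibitor wells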
Numbers without * were called inactive; i = inactive; . = no result given.

SMILES	CendR NRP1 mod	Rin1 Abl inh	MsrA act	E coli Lon inh	Neddyl block	MT1-MMP act inh	SKN-1 block	FAS TE block	MsrA inhibitor
CCc1nnc(NC(=O)Cn2ccc(C(F)(F)F)n2)s1	6.7	1.9	-7.7	6.1	i	0.3	-20.4	-9.4	-0.1
CN(CC(=O)Nc1ccccc1Cl)C(=O)Cn1cc(C(F)(F)F)ccc1=O	1.4	1.6	-1.1	-0.7	i	-1.7	-5.5	-5.6	-0.2
COc1ccc(/C=N/OCC(=O)NCc2cccs2)c(OC)c1	-2.9	1.2	-5.3	-1.1	i	5.9	8.3	-0.6	0.0
Cc1ccc(C)c(S(=O)(=O)C(C#N)c2nc3ccccc3nc2N2CCCC2)c1 (stereo not drawn)	-12.7	-7.7	-0.4	-14.9	i	2.4	13.2	-5.1	-0.8
COc1cccc(OCC(=O)NNC(=O)C(=O)Nc2cccc(C)c2)c1	-9.3	-1.2	-3.2	-2.5	i	-1.0	18.8	-2.4	-0.4
COc1ccc(-c2cn3cccc(C)c3n2)cc1Br	5.1	-0.4	-5.3	-5.1	i	6.3	6.6	0.5	-0.8
COC(=O)[C@@H](NC(=O)NC(C)CCc1ccccc1)C(C)C (stereo partly drawn)	-5.0	0.2	-2.9	7.6	i	6.0	-2.4	3.9	-0.2
CCOc1ccc(NC(=O)c2ccc(Cn3nc(C)cc3C)o2)cc1	-1.7	-3.4	-2.2	1.7	i	1.6	4.6	0.8	-0.3
CN(C)C(CNC(=O)c1cc(S(=O)(=O)N(C)Cc2ccccc2)ccc1Cl)c1ccco1 (stereo not drawn)	6.8	-2.5	-2.8	-1.1	i	-2.2	5.1	-3.7	-0.2
CCOc1ccccc1N1CCN(C(=O)c2ccc(NS(=O)(=O)c3ccc4[nH]c(=O)[nH]c4c3)cc2)CC1	-1.8	-1.7	-6.9	-4.6	i	-2.7	-7.2	1.3	-1.2
Cc1cc(C)n2c(SCC(=O)NCc3ccco3)nnc2n1	-3.0	-1.8	-3.5	-9.2	i	-0.1	7.9	-7.4	0.9
CC(C)(C)n1nnnc1C(c1cccc(C(F)(F)F)c1)N1CCC(O)CC1 (stereo not drawn)	-18.2	1.1	-3.3	4.3	i	-2.4	-4.0	-4.9	-0.4
CC(=O)c1c(C)[nH]c(C(=O)COC(=O)c2c(C)noc2C)c1C	-1.1	1.4	-4.7	-3.2	i	6.5	1.9	0.7	-0.3
O=C(NC1CCCCC1)C(c1ccccc1F)n1c(=O)c(-c2ccco2)nc2ccccc21 (stereo not drawn)	-37.9	.	.	.	i	-8.1	5.0	.	-0.3
COc1ccc(C(=O)Nc2ccc(NC(=O)c3ccccn3)cn2)cc1	2.6	-3.8	-2.0	6.0	i	-1.3	13.2	-3.0	0.8
COc1ccc(CNC(=O)c2cccc(S(=O)(=O)N3CCCCC3)c2)cc1OC	11.2	0.4	-2.5	5.3	i	10.4	-1.7	-0.6	-1.3
O=[N+]([O-])c1ccc(N2CCc3ccccc3C2)cc1	5.1	-4.4	-2.2	1.8	i	2.5	44.5*	32.1	1.5
CC(=O)Nc1ccc(S(=O)(=O)Oc2ccccc2N2CCCCC2)cc1	-3.4	-1.7	-1.5	-4.3	i	-37.5	6.3	27.8	-0.5
COc1cc(NC2c3ccccc3C(=O)N2c2ccc(C)cn2)cc(OC)c1OC (stereo not drawn)	2.3	0.4	-1.5	-6.3	i	-2.0	1.6	0.0	-1.4
O=C(Cn1c2ccccc2c(=O)c2ccccc21)N/N=C/c1cc([N+](=O)[O-])ccc1N1CCCCCC1	-43.8	-0.4	-2.7	0.1	i	6.7	7.0	31.1	0.7
COc1ccc(C(=O)N2CCc3ccccc32)cc1	6.0	4.8	-0.9	-6.2	i	3.6	11.9	-2.4	-0.6
CCCCCCCCN1C(=O)[C@H](CC(=O)N2CCN(C(=O)c3ccco3)CC2)C[C@@]2(C(=O)OC)CC(C)(C)CC=C12	1.2	.	.	.	i	3.6	-0.2	.	0.6
COc1ccccc1C(=O)COC(=O)C1CCN(S(=O)(=O)c2ccc(C)c(C)c2)CC1	-6.1	-0.1	-7.1	3.9	i	0.7	1.7	21.1	-0.1
CCOc1ccc(OCCC(=O)N(CCC(C)C)c2c(N)n(Cc3ccccc3)c(=O)[nH]c2=O)cc1	-2.1	1.4	-4.9	-9.5	i	-14.0	-20.8	-9.4	-0.1
COc1ccccc1CCC(=O)NNC(=O)c1cccs1	16.4	1.7	-0.6	-1.4	i	0.9	5.6	-5.6	1.0
Remaining list, next part.
SMILES	CendR NRP1 mod	Rin1 Abl inh	MsrA act	E coli Lon inh	Neddyl block	MT1-MMP act inh	SKN-1 block	FAS TE block	MsrA inhibitor
O=C(CN1CCN(Cc2ccc(Cl)cc2)CC1)N1CCc2ccccc21	3.8	-0.9	-1.4	-4.1	i	-0.1	19.9	-3.0	-1.2
Cc1cc(C)c(OCCCON2C(=O)CCC2=O)c(Br)c1	-0.9	1.3	-2.6	-2.4	i	-1.5	0.3	2.6	-0.7
Cc1ccc(C2=Nc3ccc(Br)cc3C(c3ccncc3)=NN2)cc1	4.7	-0.5	1.5	-5.7	i	-2.6	20.5	14.7	1.5
Cc1ccc(-c2cnc(C(O)c3cc(C)cc(C)c3)[nH]2)cc1 (stereo not drawn)	-4.0	6.5	-4.9	-4.4	i	2.7	9.9	-4.2	-1.0
COC(=O)CC1SC(=O)NC1=Nc1ccc(O)cc1 (stereo not drawn)	8.4	-1.6	-0.9	-1.9	i	-1.1	-3.4	-1.6	0.5
COc1ccc(C(C(=O)NCc2ccccc2)N(Cc2ccco2)C(=O)c2cnccn2)cc1 (stereo not drawn)	-1.2	3.0	-1.3	-2.9	i	-4.9	0.6	3.7	1.1
CCn1c(=O)c(=O)[nH]c2c(=O)oc3ccc(S(=O)(=O)Nc4ccccc4)cc3c21	1.6	0.6	-2.7	-15.3	i	10.1	-8.3	4.9	1.9
Cc1ccc(OCC(=O)N(C)CCc2ccccn2)cc1	-3.6	1.7	-1.4	-2.9	i	-4.1	13.2	-2.1	-0.5
COc1ccc(Nc2nnc(C)c3ccccc23)cc1C(N)=O	2.2	-1.3	-5.3	-8.7	i	3.5	12.2	-10.1	0.7
COc1ccc(Cl)cc1C(=O)Nn1cnnc1	-9.5	-0.6	-3.4	-6.5	i	0.0	7.2	-4.5	0.9
COc1ccc(N2C(=O)NC(NS(=O)(=O)c3ccc(Cl)cc3)(C(F)(F)F)C2=O)cc1 (stereo not drawn)	-5.7	-1.0	-0.5	-4.0	i	3.9	8.4	-4.3	-0.8
CCCN1C(=O)CN(C2CCCCCC2)C(=O)C1c1ccc(C)cc1 (stereo not drawn)	-6.7	-1.7	-2.7	1.3	i	-6.2	1.6	0.3	0.8
CC(NC(=O)C(c1ccccc1)c1ccccc1)c1ccc(S(N)(=O)=O)cc1 (stereo not drawn)	6.0	-0.1	-2.8	-5.5	i	2.1	9.5	-0.9	-1.1
COc1ccc(NC(=O)C/C(C)=N/NC(=O)C(=O)NC(C)C)c(OC)c1	5.5	0.8	-1.5	1.0	i	-6.0	2.5	-3.5	1.2
C=CCn1c(SCC(=O)NC23CC4CC(CC(C4)C2)C3)nc2cc(C(=O)O)ccc2c1=O	-9.0	-3.8	1.4	2.5	i	9.2	-0.5	8.4	-0.2
COc1ccc2sc(-c3ccc(S(C)(=O)=O)cc3)c(-c3ccc4c(c3)OCCO4)c2c1	0.5	-2.1	-1.8	7.6	i	-10.5	-9.0	57.4*	2.1
Cc1cc2ccccc2cc1CN1CCCCC1	3.6	-1.9	-1.3	0.9	i	-0.7	-15.2	-2.3	-0.7
COc1ccc(C(C(=O)NCC2CCCO2)N(Cc2ccccc2)C(=O)CNC(=O)c2ccco2)cc1OC (stereo not drawn)	4.3	2.4	-8.5	11.8	i	2.0	-18.9	-3.7	0.0
COc1ccc(CCN=C(N)NS(=O)(=O)c2ccc(C)c(C)c2)cc1	6.0	-1.4	-10.0	6.3	i	-3.2	-2.5	-1.6	-0.6
CC1=C(C(=O)N2CCCCCC2)CC(CC(=O)NCCN2CCOCC2)C(=O)N1CCCN1CCCC1=O (stereo not drawn)	5.7	.	-2.6	-0.8	i	3.5	4.5	-2.1	-0.1
Cc1cc2nc3c(c(C(F)(F)F)n2n1)CCCC3	-7.9	-0.5	-1.7	9.6	i	.	-0.7	-0.1	1.3
O=C(CCc1nc(-c2ccc(Cl)cc2)no1)OCc1ccc(Br)cc1	4.2	-0.4	1.2	-2.1	i	-2.0	22.7	29.9	1.1
CCNC(=S)Nc1sc2c(c1C#N)CCC(C)C2 (stereo not drawn)	-5.8	4.1	-9.5	-4.4	i	6.3	-10.4	2.8	-0.5
O=C(NCc1ccccc1)C(c1ccncc1)N(C(=O)c1csnn1)c1cccc(F)c1 (stereo not drawn)	3.8	2.5	3.2	-2.9	i	-0.9	9.0	-3.0	0.7
CC(Sc1ccccc1)C(=O)NNC(=O)c1ccncc1 (stereo not drawn)	12.0	2.0	-12.2	12.7	i	-1.6	-13.8	-10.7	0.6
(further entries)
SMILES	CendR NRP1 mod	Rin1 Abl inh	MsrA act	E coli Lon inh	Neddyl block	MT1-MMP act inh	SKN-1 block	FAS TE block	MsrA inhibitor
CCOC(=O)COc1ccc(Br)cc1C1NC(=O)NC(C)=C1C(=O)NCc1ccccc1 (stereo not drawn)	4.9	3.6	-1.0	-10.4	i	4.4	13.2	-6.5	-0.4
COC(=O)c1ccc(CSc2nc(C(F)F)cc(C)c2C#N)o1	7.5	3.6	3.3	-3.3	i	-2.8	5.5	53.0*	-0.8
COC(=O)C[C@H]1C=C[C@@H](NS(=O)(=O)c2ccc(C)cc2)[C@@H](CO)O1	3.9	.	.	.	i	-0.7	-8.6	.	1.2
Nc1ccc(-c2nnc(-c3ccc(N)cc3)o2)cc1	-19.6	-4.9	-6.1	2.8	.	1.7	8.3	2.6	4.1
CCOC(=O)CSc1nnc(-c2ccncc2)o1	1.0	1.4	3.3	-5.1	i	6.6	-8.4	-5.9	1.6
COc1cc(C2c3cc4c(cc3CC3COC(=O)N32)OCO4)cc(OC)c1OC (stereo not drawn)	-5.3	4.3	-1.6	-3.9	i	29.1	14.6	-4.6	0.0
C=CCNc1nc(-c2sc(NC(C)=O)nc2C)cs1	-5.1	2.0	-9.0	-12.3	i	-6.5	-9.6	-14.0	-0.6

Of the compounds above, these have an NH in an aromatic ring.
SMILES	CendR NRP1 mod	Rin1 Abl inh	MsrA act	E coli Lon inh	Neddyl block	MT1-MMP act inh	SKN-1 block	FAS TE block	MsrA inhibitor
CCOc1ccccc1N1CCN(C(=O)c2ccc(NS(=O)(=O)c3ccc4[nH]c(=O)[nH]c4c3)cc2)CC1	-1.8	-1.7	-6.9	-4.6	i	-2.7	-7.2	1.3	-1.2
CC(=O)c1c(C)[nH]c(C(=O)COC(=O)c2c(C)noc2C)c1C	-1.1	1.4	-4.7	-3.2	i	6.5	1.9	0.7	-0.3
CCOc1ccc(OCCC(=O)N(CCC(C)C)c2c(N)n(Cc3ccccc3)c(=O)[nH]c2=O)cc1	-2.1	1.4	-4.9	-9.5	i	-14.0	-20.8	-9.4	-0.1
Cc1ccc(-c2cnc(C(O)c3cc(C)cc(C)c3)[nH]2)cc1 (stereo not drawn)	-4.0	6.5	-4.9	-4.4	i	2.7	9.9	-4.2	-1.0
CCn1c(=O)c(=O)[nH]c2c(=O)oc3ccc(S(=O)(=O)Nc4ccccc4)cc3c21	1.6	0.6	-2.7	-15.3	i	10.1	-8.3	4.9	1.9
